# EPAC1 antag: antagonists of human EPAC1; EPAC1 GEF assay, Rap1b-BODIPY-GDP exchange fluorescence; Potency, µM (highest dose often 115 µM), for inactives: top-dose activity change, negative = inhibition, most hits filed as inhibitors; 360,000 tested, 0.14% active; AID 720709;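 note: potency is the fitted concentration of half-maximal effect; plate controls were vehicle for no effect and positive control for full effect; nearly all actives have a fitted effect of over 50% in size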
# CCT chaperon mod: cytosolic chaperonin activity modulation. activity change, % (concentration not given with the values), hits read low. 360,000 tested, 0.3% active. purified chaperonin ATPase assay, HTRF ADP detection, 30 min. AID 651819; in the data active = activity change below about -30%; note: % is set by controls: 0 for no effect and ±100 for the full control effect
#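 TRiC (40 or 20 nM final, by batch activity) in 30 mM Tris pH 7.4, 100 mM KCl, 5 mM MgCl2, 1 mM DTT was treated with compound at 76 uM single dose, then 10 uM ATP, 30 min at 37 °C. ADP was read by HTRF Transcreener.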
# PLK1 PBD block: PLK1 (human) polo-box domain binding inhibition; P53350; Plk1 PBD binding of FITC phosphopeptide, fluorescence polarization; Potency, µM, for the others: max response, negative = inhibition, hits mostly inhibitors; 360,000 tested, 2.8% active; AID 720504; note: potency is the fitted concentration of half-maximal effect; series mostly up to about 57 µM; % is set by controls: 0 for no effect and ±100 for the full control effect; nearly all actives have a fitted effect of over 65% in size
# Target sequence (P53350 whole entry, looked up, the tested form may be a part): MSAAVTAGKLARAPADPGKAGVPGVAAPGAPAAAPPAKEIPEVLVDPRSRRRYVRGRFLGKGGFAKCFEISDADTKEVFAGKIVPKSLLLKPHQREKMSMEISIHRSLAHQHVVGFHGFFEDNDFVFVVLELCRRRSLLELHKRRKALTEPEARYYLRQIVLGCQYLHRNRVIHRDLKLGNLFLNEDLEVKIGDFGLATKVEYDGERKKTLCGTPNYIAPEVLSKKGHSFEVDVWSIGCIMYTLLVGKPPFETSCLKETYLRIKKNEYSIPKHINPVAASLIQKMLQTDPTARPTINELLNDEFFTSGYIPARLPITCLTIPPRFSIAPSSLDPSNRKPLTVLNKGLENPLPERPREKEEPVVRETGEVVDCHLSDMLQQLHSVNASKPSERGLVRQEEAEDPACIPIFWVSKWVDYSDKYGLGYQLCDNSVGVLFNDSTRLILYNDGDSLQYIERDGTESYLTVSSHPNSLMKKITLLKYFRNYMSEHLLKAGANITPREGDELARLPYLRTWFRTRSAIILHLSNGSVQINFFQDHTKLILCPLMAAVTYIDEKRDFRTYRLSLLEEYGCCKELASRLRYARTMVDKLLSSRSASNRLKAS
# WRN inhibitor: WRN helicase (human) inhibition | Q14191 | WRN helicase unwinding, fluorescent forked duplex, kinetic | Potency, µM (titrated, usually from 114 µM), for inactives: at the highest dose activity change, negative = inhibition, usual class: inhibitors | 360,000 tested, 0.46% active | AID 651768; note: potency is the fitted concentration of half-maximal effect; % is set by controls: 0 for no effect and ±100 for the full control effect; nearly all actives have a fitted effect of over 55% in size
#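 Fluorescence dequenching readout, ex 525 nm/em 598 nm, kinetic mode: forked duplex DNA (100 nM final) with adjacent fluorophore and quencher unwound by WRN (20 nM final) with 2 mM ATP. Compound preincubation 15 min, room temperature.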
# EPAC2 antagonist: antagonists of human EPAC2; 360,000 tested, 0.18% active; EPAC2 GEF exchange of Rap1B-BODIPY-GDP, fluorescence; Potency, µM (highest dose often 114 µM), inactives show top-dose activity, negative = inhibition, usual class: inhibitors; note: potency is the fitted concentration of half-maximal effect; % is set by controls: 0 for no effect and ±100 for the full control effect; nearly all actives have a fitted effect of over 45% in size; many of its hits are not listed in these tables
# EPAC1 agonist: EPAC1 (human) agonism; EPAC1 agonist qHTS, biochemical assay; response scale: 100% = response to 6.5 mM cAMP; Potency, µM (doses to about 154 µM), inactives show top-dose activation, hits mostly activators; 360,000 tested, 0.073% active; note: potency is the fitted concentration of half-maximal effect; nearly all actives have a fitted effect of over 60% in size
#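 Read-out is the fluorescence drop as BODIPY-GDP leaves Rap1B (480 nm excitation, 540 nm emission), recorded every 5 minutes over 30 minutes. Reactions held 100 nM EPAC1, 250 nM Rap1B–BODIPY-GDP and 50 uM GDP, with 6.5 mM cAMP setting full activation.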
# MmCpn inh: inhibitors of Methanococcus maripaludis chaperonin (MmCpn); 330,000 tested, 0.031% active; Potency, µM (highest dose often 76.9 µM), for the others: at the highest dose activity, negative = inhibition, usual class: inhibitors; AID 504842; purified Mm-Cpn ATPase, ADP Transcreener TR-FRET; note: potency is the fitted concentration of half-maximal effect; % is set by controls: 0 for no effect and ±100 for the full control effect; nearly all actives have a fitted effect of over 80% in size
#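 Quantitative HTS used 25 nM Mm-CPN and 10 uM ATP in magnesium/KCl Tris buffer, pH 7.4, with 1 mM DTT. Hydrolysis ran 30 min at 37°C; ADP was read by HTRF.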
# PI5P4K alpha inh: inhibitors of human PI5P4K alpha; 330,000 tested, 1.2% active; P48426; PI5P4Kalpha enzyme, ADP-Glo luminescence, 60 min; active compounds read low; max response, %; active = max response of -50% or lower; inconclusive = between -30% and -50%; inactive = -30% or higher; note: value at the top dose of about 77 µM; % is set by controls: 0 for no effect and ±100 for the full control effect
# Target sequence (P48426 whole entry, looked up): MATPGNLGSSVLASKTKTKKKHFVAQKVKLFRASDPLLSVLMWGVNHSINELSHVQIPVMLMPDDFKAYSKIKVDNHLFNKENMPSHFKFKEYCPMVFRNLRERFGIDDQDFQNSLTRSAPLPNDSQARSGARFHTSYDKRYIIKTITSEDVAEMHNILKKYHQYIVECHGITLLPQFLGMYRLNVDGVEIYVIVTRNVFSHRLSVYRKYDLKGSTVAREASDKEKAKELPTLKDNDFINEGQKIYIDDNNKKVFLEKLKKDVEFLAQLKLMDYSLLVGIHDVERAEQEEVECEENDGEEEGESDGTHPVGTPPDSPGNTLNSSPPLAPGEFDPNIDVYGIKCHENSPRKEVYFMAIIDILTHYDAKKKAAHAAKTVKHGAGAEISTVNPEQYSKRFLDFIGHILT
#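 Human PI5P4Kalpha with substrate in 0.038 M HEPES pH 7.4, 0.28 mM EGTA, 0.1% CHAPS, 5% DMSO; reaction started with 5 microM ATP (final), 60 min at room temperature. ADP formed read by ADP-Glo luminescence.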
# * = called active by the depositor; ? = inconclusive; · = not tested or not shown; ! = repeats disagree; [ ] = remark or other dose. Unless noted, calls come from the whole dose curve; as a rule, active = well fitted curve in the direction sought with a large enough effect; inconclusive = small, poorly fitted or top-dose-only effect, or another doubt; inactive = no such curve, though single readings can be large; an effect the other way counts as inactive or inconclusive. This is a subset; count on the stated rates, not on these rows.
# Sequence of screens – EPAC1 antag | CCT chaperon mod | PLK1 PBD block | WRN inhibitor | EPAC2 antagonist | EPAC1 agonist | MmCpn inh | PI5P4K alpha inh
CCOC(=O)c1cc(S(=O)(=O)NCc2ccco2)cn1C
→ -6.7% | 0.0 | -21.6% | 2.2% | 4.7% | -1.9% | 0.8% | 0.7
Cc1ccc(NS(=O)(=O)c2cccc3cccnc23)c(Br)c1
→ -6.3% | 0.9 | -0.7% | 0.7% | -16.7% | 6.1% | -1.8% | 7.1
COc1ccc(CNC(=O)C23CN(Cc4ccccc4)CC2C(c2ccc([N+](=O)[O-])cc2)=NO3)cc1 (configuration not stated)
→ -1.3% | -3.3 | -8.5% | -7.8% | -9.0% | -6.2% | -1.5% | 6.0
O=C(NCc1ccccc1C(F)(F)F)C1CC(O)CN1C(=O)Nc1ccccc1 (configuration not stated)
→ -11.0% | -8.7 | 0.8% | 2.7% | 13.4% | 2.3% | -1.9% | 5.3
O=C(CN1CCC2(CC1)OCCO2)c1ccc2cc[nH]c2c1
→ -8.0% | -2.4 | -20.1% | -0.3% | -2.6% | 13.1% | -3.8% | ·
CCn1c(SCC(=O)OC)nc2cc(S(=O)(=O)N3CCOCC3)ccc21
→ 17.7% | -0.4 | 0.2% | 2.7% | 12.5% | 1.4% | 1.3% | -3.4
COc1cc(/C=C/C(=O)OCC(=O)c2c(N)n(C)c(=O)n(C)c2=O)ccc1OC(F)F
→ ? | 0.4 | -4.2% | -8.3%[57.1 µM] | -11.9% | -1.7% | -3.2% | -0.7
O=C(c1ccc(Cl)cc1)N1CCC(c2nc(-c3cccs3)no2)CC1
→ -15.5% | -0.9 | -0.4% | -4.1% | -5.5% | 15.6% | -17.9% | ·
Cc1[nH]c2ccccc2c1/C=N/NC(=S)NCc1ccccc1
→ -16.4% | -1.4 | -7.9% | -15.6% | -8.4% | -5.7% | 0.9% | 0.7
COc1cccc(NC(=O)c2nn(C34CC5CC(CC(C5)C3)C4)cc2[N+](=O)[O-])c1
→ 12.7% | 3.0 | 1.5% | 6.5% | 6.1% | 14.6% | -1.3% | -5.7
COc1ccc(NC2c3ncccc3C(=O)N2Cc2cccs2)cc1 (configuration not stated)
→ -28.2% | -1.1 | -28.6% | -10.6% | 22.4% | 1.7% | -9.8% | 2.3
COC(=O)C1=C(C)N(Cc2ccco2)C(=O)N[C@@H]1c1ccccc1
→ -12.8% | -0.9 | -10.0% | 8.3% | 7.4% | -11.0% | -0.6% | -10.2
CC1=C(C(=O)Nc2ccc(C)cn2)C(c2cnn(C)c2)C2=C(CCCC2=O)N1 (configuration not stated)
→ -3.9% | -7.7 | -13.6% | -20.3% | 1.4% | 3.2% | 0.3% | -0.2
CCN(CC)C(=O)[C@H]1C[C@H](CC(=O)NC/C=C(\C)CCC=C(C)C)C(=O)N2CCc3c([nH]c4ccc(Cl)cc34)[C@]12C
→ -9.7% | -0.7 | -1.5% | 2.5% | -10.8% | 9.1% | 1.3% | 14.1
CC(=O)c1ccc(NC(=O)C2Cc3ccccc3CN2C(=O)c2ccccc2)cc1 (configuration not stated)
→ -4.2% | -0.4 | -1.0% | -24.9%[57.1 µM] | -11.6% | 10.3% | -1.7% | -16.2

# (next part)
# Sequence of screens – EPAC1 antag | CCT chaperon mod | PLK1 PBD block | WRN inhibitor | EPAC2 antagonist | EPAC1 agonist | MmCpn inh | PI5P4K alpha inh
O=C(Nc1ccc(-c2ccc3nncn3n2)cc1)C1CCCC1
→ 14.9% | 1.1 | 7.1% | -3.2% | 3.6% | 2.0% | -2.5% | 1.2
O=C(C[C@@H]1C/C=C\C[C@H](Cc2ccc(F)cc2)C(=O)OC[C@@H]2CCCN2C1=O)N[C@H](CO)Cc1ccccc1
→ 0.9% | -3.6 | -14.4% | 5.6% | 10.8% | 0.9% | -0.9% | -2.2
O=C(/C(N=Nc1cccc(C(F)(F)F)c1)=C(/O)c1cccs1)C(F)(F)F
→ ? | -3.2 | -23.4% | ? | ? | 3.4% | -0.7% | -17.3
O=C(c1ccc(Cl)c(S(=O)(=O)N2CCCC2)c1)N1CCCCC1
→ -5.6% | -0.5 | -9.0% | -23.5% | 1.8% | 9.0% | 1.3% | -2.3
O=C1CCCC(=O)C1CS(=O)(=O)c1ccccc1
→ -0.2% | 0.9 | -15.7% | -9.1% | 11.3% | 8.5% | ? | -12.1
Cc1cc(NC(=O)c2ccccc2O)nc(C)n1
→ -9.1% | -3.5 | -6.8% | -3.8%[57.1 µM] | 1.2% | 6.2% | 0.3% | -9.3
Cc1ccc(-c2nc(N)n(C(=O)c3ccco3)n2)cc1
→ -10.6% | 0.0 | -1.3% | -1.4% | 1.9% | 6.4% | 0.1% | 10.1
CCc1cccc(CC)c1NC(=O)COC(=O)C1(c2ccc(Cl)cc2)CCCC1
→ 0.6% | 2.3 | -10.7% | -6.4% | 16.4% | -10.0% | 0.8% | 12.0
CCN(CCC(=O)Nc1ccc(Br)c(C)c1)Cc1ccccc1
→ -18.6% | -3.6 | -6.7% | -6.1% | -2.5% | 12.4% | 0.8% | 1.0
Cc1nc(CS(=O)(=O)c2ccccc2)cc(Sc2ccccc2Cl)n1
→ -19.3% | 0.3 | -6.1% | -18.5% | 2.9% | 7.5% | -0.7% | -5.9
COCCn1nnnc1C(c1ccc(OC)c(OC)c1)N1CCN(C(=O)c2ccco2)CC1 (configuration not stated)
→ -1.8% | 2.8 | -4.1% | -11.9% | 5.2% | 1.2% | -1.5% | -12.9
CCOC(=O)C1CCN(C(=O)c2sc3nc(-c4ccccc4)cn3c2C)CC1
→ -9.9% | -0.6 | 4.4% | -4.2% | 10.8% | 1.8% | -0.4% | -0.1
O=C(CSc1nc2ccccc2o1)NC(=O)NCc1ccco1
→ 6.3% | -2.4 | -11.2% | -14.1% | -0.4% | 7.0% | 1.2% | -13.7
CC(=O)Oc1ccc(Cn2c(C)c(C(=O)N(C)Cc3ccc(F)cc3)sc2=O)cc1
→ -17.1% | -0.4 | -5.6% | 1.5%[57.1 µM] | -5.0% | -1.7% | · | 10.8
O=P(c1ccccc1)(c1ccccc1)c1nc(-c2ccc(Cl)cc2)oc1N1CCOCC1
→ -17.5% | 0.7 | 23.8µM*! | -0.7% | ? | -0.6% | -4.6% | -12.6

# 4 compounds from above, reduced to PLK1 PBD block and EPAC1 antag.
structure	PLK1 PBD block	EPAC1 antag
COC(=O)C1=C(C)N(Cc2ccco2)C(=O)N[C@@H]1c1ccccc1	-10.0%	-12.8%
CC1=C(C(=O)Nc2ccc(C)cn2)C(c2cnn(C)c2)C2=C(CCCC2=O)N1 (configuration not stated)	-13.6%	-3.9%
CCN(CC)C(=O)[C@H]1C[C@H](CC(=O)NC/C=C(\C)CCC=C(C)C)C(=O)N2CCc3c([nH]c4ccc(Cl)cc34)[C@]12C	-1.5%	-9.7%
CC(=O)c1ccc(NC(=O)C2Cc3ccccc3CN2C(=O)c2ccccc2)cc1 (configuration not stated)	-1.0%	-4.2%

# Next part
SMILES | EPAC1 antag | CCT chaperon mod | PLK1 PBD block | WRN inhibitor | EPAC2 antagonist | EPAC1 agonist | MmCpn inh | PI5P4K alpha inh
COc1ccc(-n2nc3c(c2NC(=O)CC(C)C)CS(=O)C3)cc1 (configuration not stated) | 19.1% | -2.2 | -9.7% | -0.6% | -7.7% | 4.9% | 3.5% | -2.5
C=CCNc1nc(C(=O)OCC(=O)c2ccc(OC)cc2OC)cs1 | -5.1% | -3.4 | -2.2% | 11.0% | -0.7% | -0.9% | ? | 4.2
Cc1ccc(N(C(=O)CCC(=O)Nc2cc(C)on2)C(C(=O)NC2CCCC2)c2cccs2)cc1 (configuration not stated) | -3.5% | -0.9 | -4.7% | 3.1% | -2.6% | 5.2% | -1.7% | 1.6
Cn1c(SCc2nc3ccccc3c(=O)[nH]2)nnc1-c1ccco1 | 2.6% | 0.1 | -4.5% | -1.0% | -0.1% | 11.8% | 1.3% | ·
CCc1ccc(N(C(=O)c2csnn2)C(C(=O)NC(C)(C)C)c2ccncc2)cc1 (configuration not stated) | 13.6% | -2.4 | -3.0% | 2.8% | 6.5% | -1.7% | 0.4% | ·
Cc1cccc(C(=O)NNC(=O)c2ccc(O)cc2)c1 | -10.0% | 1.2 | -2.6% | -2.5% | -0.5% | 1.3% | 0.4% | 0.8
O=C(CSc1ccc(Cl)cc1)N1CCCC1 | 3.9% | -1.2 | 23.8µM* | 6.7% | -1.2%[57.1 µM] | -5.3% | 1.4% | -14.5
Cc1cc(NC(=O)CCC(=O)N(CC(=O)NC2CCCC2)c2cccc(C)c2C)no1 | -7.5% | 1.2 | ? | 2.4% | -3.2% | 0.0% | · | 4.2
O=C(CN1CCOCC1)N1c2ccccc2Sc2ccccc21 | 1.6% | -1.7 | 0.6% | -3.2%[57.1 µM] | 4.2% | 2.0% | -1.3% | -4.4
CCCS(=O)(=O)c1c(S(=O)(=O)CCC)c2cc(-c3ccncc3)ccn2c1C(=O)OC | -17.0% | -1.1 | -18.2% | -8.9% | -6.8% | -2.3% | -0.3% | 8.9
CC1CC(C)CN(CCCNS(=O)(=O)c2ccc3c(c2)oc(=O)n3C)C1 (configuration not stated) | -8.6% | -1.0 | 2.2% | -15.4% | 11.3% | -1.0% | 4.0% | 2.1
COc1ccccc1NC(=O)c1ccc(NC(=O)COC(=O)c2cncc(Br)c2)cc1 | 1.2% | 1.1 | 2.5% | -10.0% | -8.9% | 18.8% | -7.6% | -25.8

# (listing goes on)
SMILES | EPAC1 antag | CCT chaperon mod | PLK1 PBD block | WRN inhibitor | EPAC2 antagonist | EPAC1 agonist | MmCpn inh | PI5P4K alpha inh
CC(NC(=O)CCc1nnc(Cc2cccc(C(F)(F)F)c2)o1)C1CC1 (configuration not stated) | ? | -2.6 | 2.6% | -2.2%[57.1 µM] | 3.2% | 1.2% | 1.5% | 6.0
Nc1nnc(-c2ccco2)s1 | 10.7% | 0.9 | -8.4% | -0.5% | 9.2% | 3.8% | -2.4% | ·
NNC(=O)C1CCCn2c1nc1sc3c(c1c2=O)CCCC3 (configuration not stated) | 0.9% | 0.5 | -13.3% | -1.0% | 3.3% | 8.4% | -5.1% | -0.2
CC1(C)N=C(N)NC(Nc2cccc(Br)c2)=N1 | 3.6% | 2.1 | -3.4% | -0.5% | 11.9% | -2.6% | -2.6% | 0.7
O=C(O)c1cc(-c2ccc(Cl)cc2)n(-c2ccccc2)n1 | -13.5% | 0.2 | -6.2% | 0.1% | 1.7% | -0.3% | 0.6% | -3.0
